T cell modulator: modulates CD8 T cell binding to vesicles; 2C CD8+ T cell-vesicle binding, flow cytometry; active compounds read low; calls only at 7 µM; hit rate 0.068% among 330,000; AID 2052;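 active = response, share of CD8 T cells binding vesicles, and their 90th percentile fluorescence all below set limits, cut at about 80% in these data, passing the limit was not always enough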
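Read-out – percent CD8+ FL2 mean versus row control · System – murine 2C transgenic CD8+ T lymphocytes · Times – 1.5 h cell–vesicle binding at 37 °C, then 20 min icy labelling · Control set – naked vesicles low, QL9 vesicles with vehicle high · Detection – cytometric PE anti-B7-1 and Alexa647 anti-CD8 signals after 1% paraformaldehyde fixation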
WT yeast gro inh: growth inhibition of WT yeast, mitochondrial fusion screen; hit rate 2.1% among 190,000; AID 1362; mitochondrial fusion phenotypic screen, WT strain; inhibition, % at 10 µM; in the data active = inhibition above about 58%; tested in S. cerevisiae
b-catenin transl: alters nuclear translocation of beta-catenin in HeLa cells; immunofluorescence imaging; nuclear translocation activity, % at 5 µM; hit rate 0.3% among 190,000; AID 1665;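 active = nuclear translocation activity above 50% at 5 µM, with a well cell count of 50 or more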;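 note: per-cell ratio of nuclear to cytoplasmic median beta-catenin stain intensity; plate controls were DMSO negative control for no effect and GSK-3 inhibitor IX positive control for full effect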
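Read-out: Nuclear/cytoplasmic beta-catenin signal ratio, % activation | Assay system: Human HeLa cell line | Times: 24 h compound exposure at 37°C, 5% CO2 | Signal: Fluorescence imaging of beta-catenin antibody stain plus DAPI | Dosing: 5 µM primary, 0.02–20 µM confirmation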
M1AAP inhibition: P. falciparum M1AAP inhibitors, biochemical, fluorogenic H-Leu-NHMec substrate, 1536-well (AID 1445); recombinant M1AAP, H-Leu-NHMec fluorogenic kinetic assay; higher % means a stronger effect; inhibition, % at 30 µM, or IC50 in µM where a hit was titrated; hit rate 0.42% among 220,000;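 active = primary inhibition above the hit cutoff, then over 50% inhibition at one or more dose response concentrations, cut at about 23% in these data, passing the limit was not always enough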;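 note: plate controls were DMSO full reaction for no effect and no enzyme background for full effect; strong numbers were not always called active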
M17LAP inhibition: P. falciparum M17LAP inhibitors, primary screen, biochemical, fluorogenic H-Leu-NHMec substrate, 1536-well (AID 1619). recombinant M17LAP, H-Leu-NHMec fluorogenic kinetic assay; higher % means a stronger effect. hit rate 0.38% among 220,000. one-dose inhibition, % at 30 µM; IC50 in µM for titrated hits;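 active = compound inhibiting the enzyme by more than half at any dose during confirmatory dose-response retesting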;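 note: plate controls were full reaction with DMSO carrier for no effect and no enzyme background for full effect; strong numbers were not always called active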
Yfh1-depleted yeast: mitochondrial function rescue without frataxin homolog – Friedreich's ataxia, plus single-dose screen, dose response (AID 1465); S. cerevisiae Yfh1-off respiration, WST-1 reduction, 72 h; higher fold induction means a stronger effect; fold induction at 50 µM, or EC50 in µM where a hit was titrated; hit rate 0.074% among 220,000;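 active = fold induction of absorbance versus untreated yeast above a set limit, then at least 30% activation at any dose in follow-up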;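 note: activators that raise dye reduction in frataxin-depleted yeast; strong numbers were not always called active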
MT stabilize HCS: stabilizes microtubules in HeLa cells; HeLa tubulin immunostaining HCS, 24 h; share of cells brighter than vehicle mean+2SD; % tubulin-high responders, % at 10 µM; hit rate 0.83% among 200,000;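 active = plate Z-score above 3 for both tubulin-high and condensed-nucleus cell shares, with cell loss under 80%, at 10 µM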;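 note: anti alpha tubulin signal scored within the nucleus-defined area of each cell; some results filed as inactive read as strong as hits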
Autophagy mod: alters autophagy in cells. MEF GFP-LC3 puncta imaging; test concentration mostly 10 µM. calls only at 10 µM (by protocol). hit rate 0.98% among 190,000;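 active = percentage of spot-positive cells more than 3 SD above its plate mean, without a fluorescence outlier flag or 80% toxicity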;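 note: spot-positive cell cutoff set from DMSO-treated cells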
Dynein transport: blocks dynein driven cargo transport along microtubules | z-score, hits read low | 3617.4 mouse cells, GR-EGFP nuclear translocation imaging; test concentration mostly 20 µM; stimulated with dexamethasone, 1 µM; active compounds read low | AID 1381 | hit rate 0.47% among 220,000;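 active = plate z-score of nuclear minus cytoplasmic receptor signal below a set negative limit, without overly bright fluorescence or cell loss, cut at about -3.5 in these data, passing the limit was not always enough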;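 note: z-score of nuclear minus cytoplasmic ring GR-EGFP intensity difference per well; some compounds called inactive have numbers as strong as hits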
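medium = tetracycline-free induction medium containing charcoal-stripped FBS | also added = 1.0 µM final dexamethasone stimulus | schedule = 48 h induction, 1 h compound, 30 min dex at 37 °C | technique = fixed, Hoechst-stained cells imaged at 10x for EGFP | measure = GR-EGFP nuclear translocation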
WT yeast gro inh mutant strain: further read-out of WT yeast gro inh, marked with its call; inhibition, %; mitochondrial fusion phenotypic screen, mutant strain inhibition
Dynein transport cytoplasmic EGFP: further read-out of Dynein transport, marked with its call; z-score; measured here: cytoplasmic GR-EGFP intensity; active compounds read high
Dynein transport nuclear GR-EGFP: second read-out of Dynein transport, no call of its own (marks repeat the call); z-score; measured here: nuclear GR-EGFP intensity;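 lower value marks the stronger effect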
Dynein transport cell count: further read-out of Dynein transport, marked with its call; z-score; measured here: cell count per field
b-catenin transl cell count 5 µM: further read-out of b-catenin transl, marked with its call; cell count; measured here: cell count, cytotoxicity flag
T cell modulator vesicle-bound %: also measured in T cell modulator; calls as there; double positive events, %; measured here: CD8+ vesicle-bound cell fraction;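 binding gate set so that unloaded-vesicle control wells show 10% double positive cells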
MT stabilize HCS Hoechst-high %: second read-out of MT stabilize HCS, no call of its own (marks repeat the call); % Hoechst-high responders; measured here: nuclear condensation Hoechst responders;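 share of cells brighter than vehicle mean plus two SD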
MT stabilize HCS cytotoxicity %: also measured in MT stabilize HCS; calls as there; toxicity, %; measured here: cytotoxicity by cell density;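 0% = mean cell density of plate MIN control wells and 100% = no cells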
Autophagy mod cell loss 18 h: further read-out of Autophagy mod, marked with its call; toxicity, %; measured here: cell loss, nuclei count;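 cell loss after 18 h compound exposure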
* hit, by the source's call; i = inactive; . = no result given; + = active, no number.

Values run as follows: WT yeast gro inh	M17LAP inhibition	Dynein transport cytoplasmic EGFP	Dynein transport nuclear GR-EGFP	b-catenin transl	M1AAP inhibition	b-catenin transl cell count 5 µM	Autophagy mod	MT stabilize HCS	MT stabilize HCS cytotoxicity %	Yfh1-depleted yeast	T cell modulator	Autophagy mod cell loss 18 h	WT yeast gro inh mutant strain	Dynein transport	T cell modulator vesicle-bound %	MT stabilize HCS Hoechst-high %	Dynein transport cell count
#1 CC1(C)CC(=O)C(Sc2ccccc2)=C(O)C1
→ .	-0.3%	-0.257	0.369	0.4	2.6%	1104	.	.	.	i	i	.	.	0.531	25.1	.	-0.463
#2 CC(=O)NS(=O)(=O)c1ccc(NC(=S)NC(=O)COc2ccccc2C)cc1
→ 0.6	4.4%	-0.0882	0.935	9.7	2.4%	549	i	2.9	7.5	i	i	8.1	10.9	1.56	26.6	3.8	-2.04
#3 N#C/C(=C\c1sc(N2CCOCC2)nc1-c1ccccc1)C(=O)Nc1cccc2ccccc12
→ 7.1	1.3%	13.2	0.517	-0.2	8.2%	554	+	4.8	3.3	i	.	27.0*	13.7	-5.6	.	3.5	0.422
#4 COc1ccc(NC(=O)C2C3C=CC(C3)C2C(=O)O)cc1 (stereo unspecified)
→ .	-0.8%	-0.111	0.224	-0.1	-1.4%	1306	.	.	.	i	i	.	.	0.471	20.8	.	-2.2
#5 O=c1c2c(nc3nc(Cc4ccccc4)[nH]n13)CCC2
→ -13.6	19.9%	-0.24	-0.0635	.	-1.7%	.	i	3.6	1.9	i	i	-6.3	-26.7	0.564	50.6	1.7	-0.71
#6 Cc1ccc(C(=O)N/C(=C/c2cccs2)C(=O)N2CCCCC2)cc1
→ -11.2	4.5%	-0.295	-0.0607	.	9.3%	.	i	2.1	4.3	i	i	-2.1	10.7	-0.272	36.7	2.0	0.649
#7 Nc1ccc(Cl)c(S(=O)(=O)Nc2cccc(Cl)c2)c1
→ 3.8	4.0%	-0.261	-0.604	-1.3	2.1%	1122	i	3.3	3.4	i	i	1.0	6.3	-1.14	42.5	2.2	-0.0984
#8 O=C(N/N=C/c1cc(Br)c(Br)o1)c1ccc2c(c1)OCCO2
→ .	30.4%	-0.158	0.259	-0.1	6.1%	1278	.	.	.	i	i	.	.	0.736	26.3	.	-0.499
#9 O=C(CSc1ncnc2c1oc1ccccc12)OCc1ccccc1
→ 4.8	-5.6%	-0.223	0.337	-2.2	-0.5%	959	i	6.1	2.1	i	i	14.9	4.6	0.108	14.4	2.6	-0.216
#10 COc1ccc(C[C@H]2CN3C(=NC[C@H]3Cc3ccccc3)N2CCNC(=O)c2ccc(C)c(Br)c2)cc1
→ .	1.7%	-0.164	-0.0335	63.3*	8.9%	200*	.	.	.	i	i	.	.	-0.533	8.4	.	-1.33
#11 Cc1nnc(SCC(=O)NNC(=O)CC#N)[nH]c1=O
→ -8.0	3.0%	0.359	0.252	0.4	3.0%	1086	i	1.8	9.8	i	i	-5.9	-3.3	-0.505	46.0	3.9	0.971
#12 COc1ccc(CNc2nc(SCC(=O)NCc3ccco3)nc3ccccc23)cc1
→ -35.1	10.3%	-0.256	-0.389	5.0	13.8%	375	i	2.6	9.6	i	i	1.2	-14.9	-1.13	58.6	1.3	1.12
#13 CCN(CC)CCC(=O)NC(C)(C)Cc1ccc(O)cc1
→ -8.5	5.8%	-0.385	0.197	-1.1	5.9%	964	i	3.9	0.4	i	i	15.2	-7.5	-0.235	27.1	2.1	0.0313
#14 CCN(CC)C(=O)c1ccc(C(=O)c2ccccc2)cc1
→ -10.7	0.3%	-0.203	0.169	.	2.7%	.	i	0.8	9.0	i	i	8.5	-3.8	-0.267	12.5	1.0	-0.116
#15 Cc1ccc(-n2nc(C)cc2NC(=O)CC#N)cc1
→ -14.8	4.1%	-0.324	-0.118	2.4	6.4%	1010	i	6.7	8.0	i	i	-4.4	7.0	-0.901	25.7	2.4	1.13
#16 O=C(Cc1ccccc1)NC1CCN(S(=O)(=O)c2ccc(C(=O)O)cc2)CC1
→ 12.4	16.8%	-0.274	-1.16	.	-1.5%	.	i	2.9	2.4	i	i	1.2	16.4	-0.706	45.6	1.8	0.634
#17 O=C(NCC1CCCO1)c1ccc(NC(=O)C2CCCCC2C(=O)O)cc1 (stereo unspecified)
→ -4.2	15.6%	-0.276	-0.215	.	9.8%	.	i	2.7	21.1	i	i	5.8	-45.4	-0.86	47.0	0.3	0.221
#18 COc1cc(C(=O)NCc2ccccc2)ccc1OC(F)F
→ -18.1	0.6%	-0.206	-0.682	0.8	20.9%	1034	i	9.2	5.2	i	i	10.3	-0.4	-0.793	36.8	3.0	0.0854
#19 CCCCNC(=O)OCCNC(=O)Oc1cccc(C)c1
→ -8.2	-0.1%	-0.144	0.776	-3.0	-4.5%	1018	i	6.7	7.3	i	i	-0.3	7.0	1.12	9.1	3.5	-1.25
#20 Cc1cc(C(=O)NNC(=S)NCc2ccco2)nn1C
→ 4.4	-3.3%	-0.176	0.519	-6.0	57.7µM*	1125	i	1.5	0.6	i	i	-9.6	6.8	1.21	3.0	1.2	-0.921
#21 CCOC(=O)c1c(CNCCN(CC)CC)n(C)c2cc(Br)c(OC)cc12
→ 4.7	10.0%	-0.169	1.22	-5.1	-1.2%	1209	i	2.6	4.7	i	i	-0.6	4.5	1.88	20.5	2.2	-0.643
#22 CCC(=O)N(Cc1cc(=O)[nH]c2ccccc12)c1ccccc1C
→ .	10.8%	-0.278	-0.405	-4.6	6.9%	1190	.	.	.	i	i	.	.	0.00669	40.8	.	0.47
#23 O=C(Cc1cccs1)NCCc1csc(-c2ccccc2)n1
→ .	2.6%	-0.217	0.128	0.7	1.0%	1279	.	.	.	i	i	.	.	0.533	52.3	.	-0.176
#24 CCn1c(SCC(=O)N/N=C\c2ccccc2OCC(=O)O)nnc1-c1ccc(Cl)cc1
→ .	23.0%	-0.189	0.596	-0.2	11.4%	1294	.	.	.	i	i	.	.	1.24	36.0	.	-1.9
#25 O=C(NS(=O)(=O)Oc1ccc(F)c(Cl)c1)OC[C@@H]1CCCN2CCCCC12 (stereo partly specified)
→ 2.6	0.6%	-0.295	-0.168	0.1	16.0%	1136	i	5.8	0.4	i	i	14.8	9.2	-0.409	53.8	1.6	0.751
#26 COc1cc(C2Nc3cc(Cl)c(S(N)(=O)=O)cc3S(=O)(=O)N2)ccc1OCc1ccccc1 (stereo unspecified)
→ -4.3	0.8%	-0.294	-0.393	3.2	5.6%	1126	i	1.5	11.2	i	i	-11.5	1.1	-0.691	47.2	1.9	0.588
#27 CCCNC(=O)CCCCn1c(=S)[nH]c2c([nH]c3ccc(OC)cc32)c1=O
→ -9.0	-5.8%	-0.244	0.688	3.1	-1.1%	1068	i	2.9	5.7	i	i	-0.6	7.1	0.868	49.6	2.2	-0.375
#28 CC1CC(c2ccccc2)n2nc(NC(=O)c3cccs3)nc2N1 (stereo unspecified)
→ 2.5	-3.8%	0.0142	-0.0512	-2.2	1.1%	1192	i	1.7	9.3	i	i	4.1	-4.2	-0.146	33.5	1.3	0.444
#29 CC(O)C1C(=O)OC2(C)CC(C)(C)NC(=S)N12 (stereo unspecified)
→ -8.9	6.1%	-0.151	0.0748	-1.5	1.9%	1245	i	1.9	5.8	i	i	-2.0	4.6	-0.505	32.1	1.5	-0.29
#30 COc1ccc(CN(CC(=O)NCc2ccco2)C(=O)CCC(=O)Nc2ccccn2)cc1
→ 11.5	-0.6%	-0.0626	-0.0238	-1.5	13.7%	1151	i	5.7	6.2	i	i	9.2	16.7	-0.495	53.0	3.0	0.21
#31 O=C(N/N=C/c1ccccc1OCC(=O)N1CCCC1)C(=O)Nc1ccccc1F
→ 5.9	14.6%	-0.245	-0.323	-1.2	7.2%	551	i	2.5	3.0	i	i	-0.8	9.8	-0.589	22.3	2.1	0.656

Screens: PubChem, several laboratories
